Dengue-2 NS5 capping: Dengue-2 NS5 methyltransferase inhibitors, primary screen, biochemical, confirmation dose response (AID 588689); Dengue-2 NS5 methyltransferase capping enzyme assay, biochemical; higher % means a stronger effect; actives 0.3% (n = 340,000); Genome polyprotein (Dengue virus type 2 (strain 16681-PDK53)); inhibition, % at 25 µM, or IC50 in µM where a hit was titrated; in the data active means a potency from the dose series
Dengue-2 NS5 capping pilot replicate: recorded beside Dengue-2 NS5 capping, whose call it bears; inhibition, %; measured here: pilot screen replicate inhibition
Starred values were filed as active, the others as inactive. An excerpt, so the mix of outcomes need not match the whole.

SMILES	Dengue-2 NS5 capping	others
COc1ccc([C@H]2C[C@@H](O)[C@H](n3cc(C4CC4)nn3)CN2C(=O)c2cccs2)cc1	-7%
CCC[C@@H](CN1CCC[C@H]1CN1C(N)=NC[C@@H]1Cc1ccccc1)N1C[C@@H]([C@H](C)CC)N(CCCC2CCCC2)C1=N	-6%
CC(C)(C)NC(=O)NC(=O)COC(=O)C1CCN(S(=O)(=O)c2cccs2)CC1	0%
COC(=O)C=C1CCC2C3CCC4=CC(=O)CCC4(C)C3C(=O)CC12C (stereo unspecified)	-5%
Clc1cc(NCc2ccccc2)ncn1	-9%
O=C(COC(=O)Cc1ccc(Cl)cc1)NCc1ccc(F)cc1	5%
CS(=O)(=O)c1cccc(-c2nnc(NC(=O)c3ccc4ncsc4c3)o2)c1	-7%
Cc1ccc(C)c(S(=O)(=O)N(C)c2ccc(OC(=O)C3CCN(C(=O)c4ccc(F)cc4)CC3)cc2)c1	-6%
Cc1cccc(C)c1NC(=O)CN(C)C(=O)C1=COCCO1	1%
CC(C)C[C@H]1CNC(=S)N1CC1CCN(CCCC2CCCC2)CC1	4%	Dengue-2 NS5 capping pilot replicate=3.7
CC(=O)n1c(=O)oc2ccccc21	-5%
COc1ccc(NS(=O)(=O)c2cc(NC(=O)c3ccc(=O)[nH]n3)ccc2C)cc1	2%
CCOC(=O)c1c(C)[nH]c(C(=O)OCC(=O)NCc2ccc(OC)c(OC)c2)c1C	1%
CCCN(C)C[C@H]1Oc2cc(C#Cc3ccc(F)cc3)ccc2S(=O)(=O)N([C@H](C)CO)C[C@@H]1C	-6%
COC(=O)c1ccc(OCC(=O)Nc2ccccc2C(=O)NC2CC2)cc1	1%
CSCC[C@@H](C(=O)NCCCCCCCCCCC(=O)N1CCN(C(=O)OC(C)(C)C)CC1)n1cc(CCO)nn1	-2%
COc1ccc2[nH]c3c(c2c1)CCN1C(=O)C(CC(=O)NCCc2ccccn2)C[C@H](C(=O)N2CCOCC2)[C@@]31CCC1CCCC1 (stereo partly specified)	-1%	Dengue-2 NS5 capping pilot replicate=-4.5
CCOC(=O)N1CCN(CC(=O)Nc2nccs2)CC1	3%
O=c1[nH]nnc2c1sc1nc(N3CCOCC3)c3c(c12)CCCC3	4%
CCCCN(C(=O)c1c(CC)noc1C)c1c(N)n(CCC)c(=O)[nH]c1=O	4%
CN(C)CCCNC(=O)C(=O)NCC(c1cccs1)S(=O)(=O)c1ccc(F)cc1 (stereo unspecified)	-6%
CCOC(=O)C1CCCN(C(=O)C2CCN(Cc3nc(-c4ccc(Cl)cc4)oc3C)CC2)C1 (stereo unspecified)	-4%
COc1ccc(NC(=O)CN(C)C(=O)C2=COCCO2)cc1	-5%
Cc1cn(CC(=O)NCC(C)c2ccccc2)c(=O)[nH]c1=O (stereo unspecified)	-11%
Cc1onc(-c2ccccc2)c1C(=O)OCC(=O)Nc1ccccc1	9%
O=C1CCC(=O)c2ccc3c4c(ccc1c24)CC3	12%
COc1ccc(NC(=O)CN(C)C(=O)C2CCCO2)cc1 (stereo unspecified)	-8%
Cc1ccn2c(NC3CCCCC3)c(-c3cccc(SC4CCCCC4)c3)nc2c1	-18%
Cc1ccc(C(=O)OCC(=O)NC(C)c2ccccc2)cc1C (stereo unspecified)	6%
NC(=O)c1ccsc1NC(=O)COC(=O)c1nc(Cl)ccc1Cl	7%
CCN(CC(=O)NCc1ccc(Cl)cc1)C(=O)COc1cccc(Cl)c1	-2%
COCCN(C(=O)COC(=O)c1cc2ccccc2cc1O)c1c(N)n(Cc2ccccc2)c(=O)[nH]c1=O	-5%
O=C(OCC(=O)N1CCN(c2cccc(Cl)c2)CC1)c1ccco1	6%
CCC(NC(=O)CN1CCN(C(=O)c2cccs2)CC1)c1ccc(C)cc1 (stereo unspecified)	-5%
Cc1noc(C)c1NC(=O)N(C)C[C@@H]1Oc2ncc(Br)cc2C(=O)N([C@@H](C)CO)C[C@@H]1C	-1%
O=C(Oc1ccccc1F)c1ccc2c(=O)n3c(nc2c1)CCC3	4%
O=[N+]([O-])c1cccc(C([O-])=C(C(=S)Nc2cccc3ccccc23)[n+]2ccccc2)c1	2%
CC(C)CCN1C(=O)c2ccc(C(=O)NCc3ccccn3)cc2C1=O	-5%
O=C(Nc1c2c(nn1-c1ccccc1)CS(=O)(=O)C2)C1CC1	3%
C[C@H](CO)N1C[C@H](C)[C@@H](CN(C)C)Oc2c(NS(=O)(=O)c3cn(C)cn3)cccc2C1=O	-2%	Dengue-2 NS5 capping pilot replicate=-3.7
Cc1cccc(-c2ccc3c(c2)C2CC3CCN2)c1 (stereo unspecified)	-9%	Dengue-2 NS5 capping pilot replicate=-6.4
COc1nc(=O)n(C2OC(CO)C(O)C2O)cc1C (stereo unspecified)	-4%
CCN(CC(=O)NC1CCS(=O)(=O)C1)C(C)C(=O)Nc1ccc(F)cc1 (stereo unspecified)	1%
CN(CCOc1ccc(Cl)cc1)C(=O)CNS(=O)(=O)c1ccc(N(C)C)c([N+](=O)[O-])c1	-4%
CC(C)C[C@@H](CNCC(=O)[C@H](C)NC(=O)c1[nH]cnc1C(=O)N[C@H](CN)CC(C)C)NC(=O)c1nc[nH]c1C(=O)N[C@@H](C)C(=O)O	8%	Dengue-2 NS5 capping pilot replicate=-1.2
CCN1CCN(c2ccc(S(=O)(=O)N3CCOCC3)cc2NC(=O)C2CCC(C(C)(C)C)CC2)CC1 (stereo unspecified)	-4%
COc1ccccc1NC(=O)Nc1nc(CC(=O)Nc2ccc(F)c(F)c2)cs1	-1%
COc1ccc(NC(=O)C2CCC2)cc1S(=O)(=O)N1CCOCC1	2%
C=CCNC(=O)Cc1ccc(S(=O)(=O)N2CCOCC2)s1	2%
CC1CCCCN1C(=O)COC(=O)c1ccc2ccccc2n1 (stereo unspecified)	-16%
Nc1ncnc2c1ncn2[C@@H]1O[C@H](CNC(=O)[C@@H]2CCN2)[C@@H](O)[C@H]1O	-9%	Dengue-2 NS5 capping pilot replicate=4.0
O=C(NCCN1C(=O)S/C(=C\c2ccc(Cl)c([N+](=O)[O-])c2)C1=O)C1=COCCO1	-4%
COc1cccc(NC(=O)CN(C)C(=O)COc2ccccc2Cc2ccccc2)c1	-9%
Oc1ccccc1-c1cc(-c2ccccc2)n[nH]1	-2%
O=S(=O)(NCCS(=O)(=O)N1CCN(c2ccc(F)cc2)CC1)c1ccccc1	0%
O=C(NC1CC1(c1ccccc1)c1ccccc1)c1ccccc1 (stereo unspecified)	3%
COc1ccc(NC(=O)CCN2C(=O)NC3(CCCC3)C2=O)cc1Cl	-7%
Cc1ccc(S(=O)(=O)N2CCN(C(=O)CSc3ncn[nH]3)CC2)cc1	-3%
Cc1cccc(-c2sc(Nc3ccccc3)n[n+]2-c2ccccc2)c1	-13%
CC1CCN(S(=O)(=O)c2c[nH]c(=O)[nH]c2=O)CC1	6%
The list continues:
SMILES	Dengue-2 NS5 capping	others
COc1ccc(-c2nnc(SCC(=O)N(C)C3CCS(=O)(=O)C3)n2CC(C)C)cc1 (stereo unspecified)	-3%
COc1cc(OC)cc(C(=O)OCC(=O)c2cc(C)n(CC3CCCO3)c2C)c1 (stereo unspecified)	-1%
Cc1ccnc2nc(C(=O)OC(C)C(=O)NCc3ccccc3)nn12 (stereo unspecified)	-1%
O=C(Cn1cnc2cc([N+](=O)[O-])ccc2c1=O)Nc1cccc(S(=O)(=O)N2CCCCC2)c1	-1%
Cc1ccccc1Nc1nc(N)nc(COC(=O)[C@@H](NC(=O)c2ccccc2Cl)C(C)C)n1	-9%
Cc1ccc([C@H]2C[C@@H](O)[C@H](n3cc(COC(=O)c4ccccc4)nn3)CN2C(=O)C2CCCCC2)cc1	-8%
CCCN(CC(=O)Nc1ccc(F)c(F)c1F)C(=O)c1ccc(N2CCCC2=O)cc1	-18%
CCC1(c2ccccc2)NC(=O)N(CC(=O)Nc2cc(S(=O)(=O)N3CCCCC3)ccc2OC(C)C)C1=O (stereo unspecified)	-4%
O=C(NC1CCCc2ccccc21)c1cccc(F)c1 (stereo unspecified)	-10%
COc1ccc(Cc2nnc3sc(SCC(=O)Nc4ccccc4)nn3c2=O)cc1OC	-3%
O=C1c2c(O)cccc2Cc2cccc(O)c21	20%
O=C(NCCc1ccccc1)c1ccc2c(c1)S(=O)(=O)N=C1CCCCCN12	-18%
Cc1csc2nc(O)c(C(=O)NCC3CCCO3)c(=O)n12 (stereo unspecified)	-4%
Cc1cc(C)cc(NC(=O)C(OC(=O)c2ccc(NC(=O)CC#N)cc2)c2ccccc2)c1 (stereo unspecified)	-10%
Cc1cc(C(=O)OCC(=O)Nc2cccc([N+](=O)[O-])c2)c(C)o1	-8%
Cc1cccc(NC(=O)CSCC(=O)Nc2ccc(S(=O)(=O)N3CCCC3)cc2)c1	-10%
CC(=O)Nc1ccc(S[C@@H](CCN2CC[C@H](C(C)(C)C)CCC2=O)c2ccccc2)cc1	-6%
CC(=O)N1CCN(C(=O)c2ccc(S(=O)(=O)Nc3ccccc3F)cc2)CC1	-5%
Cc1ccc(S(=O)(=O)N2CCC(C(=O)Nc3ccccc3N3CCCCC3)CC2)cc1C	-3%
COC(=O)c1ccc(-c2c(-c3ccccc3)ncc3cc(F)ccc23)cc1	-4%

Random excerpt: 2 records from the list, in no set order.
SMILES	Dengue-2 NS5 capping	others
Cc1ccnc2nc(C(=O)OC(C)C(=O)NCc3ccccc3)nn12 (stereo unspecified)	-1%
COc1ccc(-c2nnc(SCC(=O)N(C)C3CCS(=O)(=O)C3)n2CC(C)C)cc1 (stereo unspecified)	-3%

Continued:
SMILES	Dengue-2 NS5 capping	others
CN(Cc1cccs1)C(=O)C1CC(=O)N(Cc2ccccc2)C1 (stereo unspecified)	0%
O=c1cc(-c2ccccc2)cc(-c2ccccc2)n1O	2%
CCOc1ccc(S(=O)(=O)/N=C(/Nc2ccc(S(N)(=O)=O)cc2)c2ccccc2)cc1	-10%
CC1CCCC(C)N1C(=O)COC(=O)c1cccs1 (stereo unspecified)	0%
O=C(c1ccncc1)N1CCN(S(=O)(=O)c2cccc(C(F)(F)F)c2)CC1	-2%
Cc1cc2nc(N3CCN(C(=O)c4ccco4)CC3)sc2cc1C	-2%
Cc1ccc(Cl)c(OCCCCN2CCC(C)CC2)c1	-9%
O=C(c1ccc(NS(=O)(=O)c2ccc(F)cc2)cc1)N1CCC1	8%
CCc1ccc(CN2CCC(n3nccc3NC(=O)c3ccccc3OC)CC2)o1	-2%
Cc1ccc(S(=O)(=O)N2CCCCC2)cc1NS(=O)(=O)c1ccccc1F	-6%
CCN(CC)C(=O)c1cccc(NC(=O)c2ccccc2OCc2c(C)noc2C)c1	-1%
CCOc1ccc(S(=O)(=O)NCCC(=O)Nc2ccncc2)cc1	-1%
C[C@H](NC(=O)OCc1ccccc1)C(=O)N[C@@H](Cc1c[nH]c2ccccc12)C(=O)O	-1%
O=C(N/N=C/C1CCCCC1)c1ccccc1-n1cccc1	-7%
CC1(C)OCC(N)(CO)CO1	0%
CN(C)c1nc2c(N)ncnc2n1C1OC(CO)C(O)C1O (stereo unspecified)	-9%
CCc1cc(C(=O)Nc2nnc(C3CC3)s2)sc1C	-1%
CCCN(C(=O)Cn1nc(C)c([N+](=O)[O-])c1C)c1c(N)n(Cc2ccccc2)c(=O)[nH]c1=O	-11%
COCCCNC(=O)Cn1cnc2c(NCc3ccccc3)ncnc21	1%	Dengue-2 NS5 capping pilot replicate=1.5
CC1(C2CCCC2)NC(=O)NC1=O (stereo unspecified)	6%
COc1ccc(Cl)cc1NC(=O)CN(C)C(=O)c1cc2c(s1)CCCC2	-7%
CCN(C(=O)COC(=O)c1ccc([N+](=O)[O-])o1)C1CCCCC1	-6%
COc1ccc(C2=CCCCCC2)cc1OC	2%
O=C(O)c1cc(S(=O)(=O)N2CCCCC2)ccc1N1CCCC1	-5%
Cc1ccc(S(=O)(=O)N2CCN(C(=O)COC(=O)Cc3ccc(Cl)cc3)CC2)c(C)c1	-5%
Cc1ccc(/C=C/C(=O)OC(C)C(=O)NC2CCCCC2C)o1 (stereo unspecified)	1%
COc1ccccc1C(=O)NCCC(=O)NC1CCCC(C)C1C (stereo unspecified)	-5%
COc1ccc(N2CCN(S(=O)(=O)CCNC(=O)c3ccc4c(c3)OCO4)CC2)cc1	7%
CC(NC(=O)c1ccc(Cl)c(S(=O)(=O)NC2CC2)c1)c1ccco1 (stereo unspecified)	3%
O=C(Nc1ccc(N2CCCCC2)cc1)c1cc(S(=O)(=O)N2CCOCC2)ccc1F	-13%
O=C(NCCc1ccccc1)c1c[nH]c2ccccc2c1=O	-1%
CN(C(=O)c1ccc(Cl)c([N+](=O)[O-])c1)C1(C)CCS(=O)(=O)C1 (stereo unspecified)	-1%
COc1ccc(-n2nnnc2SCC(=O)NC2CCS(=O)(=O)C2)cc1 (stereo unspecified)	-8%

Among those listed so far, 15 have a Cl atom.
SMILES	Dengue-2 NS5 capping	others
Clc1cc(NCc2ccccc2)ncn1	-9%
O=C(COC(=O)Cc1ccc(Cl)cc1)NCc1ccc(F)cc1	5%
CCOC(=O)C1CCCN(C(=O)C2CCN(Cc3nc(-c4ccc(Cl)cc4)oc3C)CC2)C1 (stereo unspecified)	-4%
NC(=O)c1ccsc1NC(=O)COC(=O)c1nc(Cl)ccc1Cl	7%
CCN(CC(=O)NCc1ccc(Cl)cc1)C(=O)COc1cccc(Cl)c1	-2%
O=C(OCC(=O)N1CCN(c2cccc(Cl)c2)CC1)c1ccco1	6%
CN(CCOc1ccc(Cl)cc1)C(=O)CNS(=O)(=O)c1ccc(N(C)C)c([N+](=O)[O-])c1	-4%
O=C(NCCN1C(=O)S/C(=C\c2ccc(Cl)c([N+](=O)[O-])c2)C1=O)C1=COCCO1	-4%
COc1ccc(NC(=O)CCN2C(=O)NC3(CCCC3)C2=O)cc1Cl	-7%
Cc1ccccc1Nc1nc(N)nc(COC(=O)[C@@H](NC(=O)c2ccccc2Cl)C(C)C)n1	-9%
Cc1ccc(Cl)c(OCCCCN2CCC(C)CC2)c1	-9%
COc1ccc(Cl)cc1NC(=O)CN(C)C(=O)c1cc2c(s1)CCCC2	-7%
Cc1ccc(S(=O)(=O)N2CCN(C(=O)COC(=O)Cc3ccc(Cl)cc3)CC2)c(C)c1	-5%
CC(NC(=O)c1ccc(Cl)c(S(=O)(=O)NC2CC2)c1)c1ccco1 (stereo unspecified)	3%
CN(C(=O)c1ccc(Cl)c([N+](=O)[O-])c1)C1(C)CCS(=O)(=O)C1 (stereo unspecified)	-1%
